Hsp70 act: Hsp70 transcriptional activation, primary screen | HeLa Hsp70 promoter luciferase reporter, luminescence; scaled: vehicle 0, proteasome-inhibitor control 100% | hit rate 0.04% among 200,000 | activation, % at 10 µM | AID 1203;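 active = activation above the mean across all tested compounds plus 3 SD, cutoff set per campaign, cut at about 5.5% in these data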;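 also: 100% = MG132 at 30 µM as the positive control and 0% = DMSO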
STAT3 act: activators of IL-6 induced STAT3 signaling | activation (% of control), % at 5.6 µM | hit rate 0.91% among 190,000 | U3A cells, IL-6 STAT3-luciferase reporter, luminescence; 100% = signal with IL-6 EC80 alone;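 active = activation above the screen-wide mean of compound activation plus 3 SD, cut at about 130% in these data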;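 also: 0% = background luminescence of wells with medium and substrate only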
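Test system: human U3A cells carrying STAT3-luciferase construct; control set: IL-6-only wells as 100% reference; timing: compound pre-incubation 1 h before IL-6, then 6 h stimulation at 37 °C; also added: IL-6 stimulus at 33 ng/mL final; evaluation: % activation versus median of IL-6-stimulated wells; detection: reporter luminescence signal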
HMGR II inh: blocks class II HMG-CoA reductase of Enterococcus faecalis | AID 1066 | hit rate 0.41% among 190,000 | purified E. faecalis HMGR, NADPH absorbance 340 nm kinetic | inhibition, % at 10 µM;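 active = inhibition above a set limit, the median over all tested compounds plus 3 SD, cut at about 9.5% in these data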;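 also: enzyme runs in reverse so mevalonate oxidation gives rising NADPH absorbance; 0% = complete reaction with DMSO and 100% = background rate lacking mevalonate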
STAT1 inh: inhibitors of IFN-gamma induced STAT1 signaling; NIH 3T3 STAT1-luciferase reporter, luminescence; inhibition, % at 5.5 µM; hit rate 0.35% among 200,000;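 active = inhibition above a set limit, the mean inhibition across all tested compounds plus 3 SD, cut at about 34% in these data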;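 also: 0% = IFN-gamma with DMSO and 100% = IFN-gamma with 300 µM nifuroxazide; values of inactives mirror those of a sister screen read the other way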
APP 5'UTR act: APP 5'UTR luciferase reporter activation; SH-SY5Y APP 5'UTR luciferase reporter, luminescence; zero percent = DMSO vehicle wells; activation, % at 2 µM; hit rate 1% among 190,000; AID 1276;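 active = activation above a set limit, based on mean plus 3 SD of controls, cut at about 140% in these data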; also: values of inactives mirror those of a sister screen read the other way
DTT redox prof: compounds producing H2O2 with reducing agent – biochemical, NIH compound library profiling, artefact control for MLSCN library redox annotation, primary screen. hit rate 0.03% among 200,000. DTT-dependent redox cycling H2O2, phenol red/HRP absorbance; 100% = 100 µM peroxide control, 0% = buffer. activation, % at 10 µM;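 active = activation of at least 50% relative to the plate's high and low controls in the primary single-dose screen; inactive = activation below 50%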;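 also: compound incubated with DTT at 0.8 mM final as the reducing agent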
NF-kB expr up: compounds increasing NF-kB expression in human neuronal cells | NF-kB reporter expression; active compounds read high | fold change at 12.5 µM | hit rate 1.6% among 190,000 | AID 1239; in the data active = fold change above about 3.3
TLR4 MyD88 comp: TLR4-MyD88 interaction inhibition in cells. inhibition, % at 8.4 µM. HeLa CL3-4 TLR4/MyD88 BLA complementation, FRET ratio. O00206+Q99836. hit rate 0.18% among 200,000; in the data active = inhibition above about 25%;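 also: 0% = vehicle and 100% = reference inhibitor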
Target sequence (O00206 whole entry, looked up): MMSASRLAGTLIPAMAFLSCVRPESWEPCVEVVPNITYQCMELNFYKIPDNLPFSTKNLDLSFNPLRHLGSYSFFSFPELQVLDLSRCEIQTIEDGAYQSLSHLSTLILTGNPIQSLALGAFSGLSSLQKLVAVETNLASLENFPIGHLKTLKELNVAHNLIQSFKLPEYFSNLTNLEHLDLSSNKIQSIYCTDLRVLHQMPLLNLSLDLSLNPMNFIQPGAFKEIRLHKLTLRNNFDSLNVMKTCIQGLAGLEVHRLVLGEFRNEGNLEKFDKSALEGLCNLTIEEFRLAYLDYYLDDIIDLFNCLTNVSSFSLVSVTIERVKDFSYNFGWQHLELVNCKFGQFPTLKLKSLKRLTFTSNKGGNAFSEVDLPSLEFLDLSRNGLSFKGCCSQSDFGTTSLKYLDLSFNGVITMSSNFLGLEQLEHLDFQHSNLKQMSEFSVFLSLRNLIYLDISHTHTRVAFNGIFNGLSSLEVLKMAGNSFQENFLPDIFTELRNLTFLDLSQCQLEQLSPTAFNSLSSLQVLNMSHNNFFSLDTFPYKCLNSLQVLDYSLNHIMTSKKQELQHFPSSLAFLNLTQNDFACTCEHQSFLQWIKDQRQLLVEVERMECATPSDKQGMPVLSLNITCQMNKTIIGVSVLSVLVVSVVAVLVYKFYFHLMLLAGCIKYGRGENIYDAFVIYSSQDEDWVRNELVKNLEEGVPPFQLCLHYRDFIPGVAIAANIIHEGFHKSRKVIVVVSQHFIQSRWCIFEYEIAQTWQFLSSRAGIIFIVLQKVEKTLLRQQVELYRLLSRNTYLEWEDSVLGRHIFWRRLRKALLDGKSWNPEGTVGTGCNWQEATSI
Target sequence (Q99836 whole entry, looked up): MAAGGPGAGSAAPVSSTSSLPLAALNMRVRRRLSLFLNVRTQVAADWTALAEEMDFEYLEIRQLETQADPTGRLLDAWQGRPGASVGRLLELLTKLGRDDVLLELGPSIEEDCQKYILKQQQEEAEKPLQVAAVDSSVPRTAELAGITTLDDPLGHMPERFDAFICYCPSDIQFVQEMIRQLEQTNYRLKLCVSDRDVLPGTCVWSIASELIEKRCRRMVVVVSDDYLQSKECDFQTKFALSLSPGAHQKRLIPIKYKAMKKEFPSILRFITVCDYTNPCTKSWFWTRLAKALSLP
STAT1 activator: activators of IFN-gamma induced STAT1 signaling; NIH 3T3 STAT1-luciferase reporter, luminescence; 100% = IFN-gamma alone, no compound; activation (% of control), % at 5.5 µM; hit rate 2.6% among 200,000; AID 932;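 active = activation above the screen-wide mean activation plus 3 SD, cut at about 130% in these data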;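 also: raw ratio to IFN-gamma control signal so 100% means no change and 0% no light; values of inactives mirror those of a sister screen read the other way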
STAT3 blocker: reduces IL-6 driven STAT3 reporter signal. AID 862. hit rate 0.89% among 190,000. inhibition, % at 5.5 µM. U3A cells, IL-6 STAT3-luciferase reporter, luminescence; host cell line lacks STAT1;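 active = inhibition above the mean inhibition across all screened compounds plus 3 SD, cut at about 44% in these data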;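 also: 0% = DMSO only wells and 100% = 100 µM nifuroxazide control wells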
Starred values were filed as active, the others as inactive; . = no result given. No enrichment for hits. About 5.6% of those tested had a hit in this group.

Start of the data: the first 2 compounds (preview)
1	COc1cc(OC)cc(C(C)=O)c1
2	COC(=O)N/N=C/c1cccs1
assay / entry	1	2
Hsp70 act	-0.1	-0.3
STAT3 act	115	106
HMGR II inh	-2	-9
STAT1 inh	7	-1
APP 5'UTR act	-1	8
DTT redox prof	0.7	-1.3
NF-kB expr up	1.7	0.96
TLR4 MyD88 comp	6	4
STAT1 activator	94	99
STAT3 blocker	-8	-3

The list itself, previewed entries included:
1	COc1cc(OC)cc(C(C)=O)c1
2	COC(=O)N/N=C/c1cccs1
3	O=C(c1cccn2c(=O)c3cc(Cl)ccc3nc12)N1CCN(Cc2ccc3c(c2)OCO3)CC1
4	c1ccc2cc(CSCc3nc4ccccc4[nH]3)ccc2c1
5	O=C1C=CC(=O)N1Nc1ccc(Br)cc1
assay / entry	1	2	3	4	5
Hsp70 act	-0.1	-0.3	-0.2	-0.2	0.0
STAT3 act	115	106	99	99	100
HMGR II inh	-2	-9	-10	-4	1
STAT1 inh	7	-1	-15	8	2
APP 5'UTR act	-1	8	-2	1	34
DTT redox prof	0.7	-1.3	0.0	-0.3	-0.3
NF-kB expr up	1.7	0.96	0.61	0.87	1.1
TLR4 MyD88 comp	6	4	-5	-3	0
STAT1 activator	94	99	113	93	98
STAT3 blocker	-8	-3	6	10	-1

6	N#CC1=C(N)OC2=C(CCc3ccccc32)C1c1ccccc1 (configuration not stated)
7	Cc1ccc(-c2nnc(N3CCC(C)CC3)c3ccccc23)cc1
8	COc1cc(C=C(C(C)=O)C(C)=O)ccc1O
9	Cc1ccc(Oc2ccc(/C=N/O)cn2)cc1
10	C=CCOC(=O)CC(NC(=O)c1ccccc1)c1ccccc1 (configuration not stated)
assay / entry	6	7	8	9	10
Hsp70 act	0.0	-0.3	-0.6	0.2	0.4
STAT3 act	113	102	102	94	105
HMGR II inh	1	-6	-6	-1	-3
STAT1 inh	-5	1	5	-30	-2
APP 5'UTR act	-96	0	0	16	8
DTT redox prof	-0.4	-0.6	-0.1	0.8	-3.4
NF-kB expr up	4.7*	1	1.3	2.7	0.91
TLR4 MyD88 comp	-8	2	10	5	1
STAT1 activator	104	100	95	128	102
STAT3 blocker	-10	-2	-2	15	-1

Part of the list above, with two lines to a compound.
Values run as follows: Hsp70 act | STAT3 act | HMGR II inh | STAT1 inh | APP 5'UTR act | DTT redox prof | NF-kB expr up | TLR4 MyD88 comp | STAT1 activator | STAT3 blocker
(7) Cc1ccc(-c2nnc(N3CCC(C)CC3)c3ccccc23)cc1
 : -0.3 | 102 | -6 | 1 | 0 | -0.6 | 1 | 2 | 100 | -2
(8) COc1cc(C=C(C(C)=O)C(C)=O)ccc1O
 : -0.6 | 102 | -6 | 5 | 0 | -0.1 | 1.3 | 10 | 95 | -2

The listing continues:
11	CCOCC(=O)Nc1ccccc1C(=O)O
12	COC(=O)c1c(NC(C)=O)sc(C(=O)Nc2ccccc2F)c1C
13	Cc1nc2sc3c(c2c(=O)n1/N=C/c1ccco1)CCCC3
14	CCCn1nnnc1SCC(=O)NCc1ccccc1
15	CC(=O)c1cc2c(cc1NC(=O)c1cccc(S(=O)(=O)N3CCN(C)CC3)c1)OCO2
assay / entry	11	12	13	14	15
Hsp70 act	-0.2	0.5	0.3	-0.2	0.1
STAT3 act	98	90	82	101	98
HMGR II inh	4	-1	0	0	-2
STAT1 inh	-4	-17	-7	-6	-6
APP 5'UTR act	-5	2	14	-7	9
DTT redox prof	0.3	0.1	2.5	0.3	0.3
NF-kB expr up	1.1	1.2	0.96	1	1
TLR4 MyD88 comp	7	6	4	13	-9
STAT1 activator	102	117	106	105	102
STAT3 blocker	5	14	22	3	7

16	COc1ccc(CN2CCNC(=O)C2CC(=O)NCCc2c[nH]c3ccccc23)c(OC)c1 (configuration not stated)
17	Cc1ccc(S(=O)(=O)Nc2nc3ccc(S(=O)(=O)N4CCCC4)cc3s2)cc1
18	COC(=O)CSc1nnc(-c2cccc(NC(=O)c3ccc(C)cc3)c2)n1C
19	CC1CC(=O)Nc2ccccc2N1C(=O)CN1CCN(c2ccccc2)CC1 (configuration not stated)
20	Cc1cc(=O)oc2cc(OCC(=O)OCC(=O)NC(C)C)ccc12
assay / entry	16	17	18	19	20
Hsp70 act	-0.2	-0.2	-0.4	-0.4	-0.2
STAT3 act	103	96	104	109	106
HMGR II inh	-15	-5	0	-8	-3
STAT1 inh	-4	5	-5	3	-4
APP 5'UTR act	-21	-4	21	-5	28
DTT redox prof	-0.5	1.0	0.1	-1.8	-0.1
NF-kB expr up	1	1	1.4	1.1	1.1
TLR4 MyD88 comp	-23	16	1	1	-4
STAT1 activator	102	95	105	97	104
STAT3 blocker	3	8	5	-9	3

21	COc1cc(SC)ccc1C(=O)OC(C)C(=O)NC1CCCC1 (configuration not stated)
22	Cc1ccccc1S(=O)(=O)c1c(C)cc(C)n(CC(C)C)c1=O
23	C1=C(CCNC2=NCCCCC2)CCCC1
24	CCCCC(CC)CNC(=O)c1cccs1 (configuration not stated)
25	COc1nc(Oc2ccc(=O)[nH]n2)nc(N2CCOCC2)n1
assay / entry	21	22	23	24	25
Hsp70 act	-0.1	-0.6	-0.3	-0.2	-0.3
STAT3 act	102	88	102	98	99
HMGR II inh	-1	4	2	-4	-1
STAT1 inh	10	1	1	8	-4
APP 5'UTR act	1	9	1	17	5
DTT redox prof	-0.2	-0.1	-0.2	-3.1	0.8
NF-kB expr up	1	1.1	1.1	1.1	1.2
TLR4 MyD88 comp	6	2	-2	2	-7
STAT1 activator	89	100	99	93	103
STAT3 blocker	0	19	1	6	7

26	CCOC(=O)COc1ccc(S(=O)(=O)Nc2ccc(C)cc2)cc1
27	CCOc1ccccc1NC(=O)CSc1nnc(-c2cnccn2)n1C
28	CCOc1ccccc1NC(=O)Cn1cnc2c(cnn2-c2ccc(C)c(C)c2)c1=O
29	Cc1ccc(S(=O)(=O)NC2c3cccc4cccc(c34)C2Sc2n[nH]c(N)n2)cc1 (configuration not stated)
30	Cc1ccc(-c2nc(C#N)c(NCCCn3ccnc3)o2)cc1
assay / entry	26	27	28	29	30
Hsp70 act	-0.3	-0.2	-0.2	1.3	-0.1
STAT3 act	100	101	101	104	109
HMGR II inh	2	2	0	-8	-1
STAT1 inh	0	9	0	7	-29
APP 5'UTR act	-7	-1	1	-16	39
DTT redox prof	0.2	1.1	-0.2	0.2	0.1
NF-kB expr up	0.92	1.1	1.1	0.71	2.2
TLR4 MyD88 comp	-2	1	4	-8	3
STAT1 activator	100	92	100	94	126
STAT3 blocker	0	4	1	-3	-5

31	COc1ccc(-c2nn(-c3ccccc3)cc2/C=C/C(=O)OCC(=O)Nc2ccccc2C#N)cc1
32	CCOC(=O)C1CCCN(Cc2cccc(Cl)c2)C1 (configuration not stated)
33	O=C(CSc1nc2ccccc2s1)N1CCOCC1
34	COc1ccc(N/C(N)=N/c2nc(CSc3nnc(C)s3)cc(=O)[nH]2)cc1
35	CCn1c(SCC(=O)Nc2ccc(C(C)=O)cc2)nc2ccccc21
assay / entry	31	32	33	34	35
Hsp70 act	-0.4	-0.2	-0.2	-0.2	0.0
STAT3 act	102	98	104	110	101
HMGR II inh	-6	4	-2	-3	-6
STAT1 inh	-1	3	-18	4	-25
APP 5'UTR act	-17	18	1	-15	20
DTT redox prof	-0.5	-4.1	-3.2	-0.6	-0.5
NF-kB expr up	1.1	1.3	1.5	.	1.3
TLR4 MyD88 comp	10	-8	-12	-6	4
STAT1 activator	99	97	116	96	123
STAT3 blocker	2	6	0	-5	1

36	CN1CCN(S(=O)(=O)c2cc([N+](=O)[O-])ccc2N2CCCCCC2)CC1
37	CCN(CC)C(=O)CSc1nnc(COc2ccccc2)n1CC
38	CC(=O)N(CCCN(C)C)CCC(C)CCC=C(C)C (configuration not stated)
39	COc1cccc(=O)c2c(C)n(C)c(C)c12
40	O=c1ccn(Cc2ccccc2)c(=O)n1Cc1ccccc1
assay / entry	36	37	38	39	40
Hsp70 act	-0.3	-0.4	-0.3	-0.3	-0.1
STAT3 act	111	99	98	102	98
HMGR II inh	-6	-1	-7	1	-1
STAT1 inh	2	5	-5	7	-1
APP 5'UTR act	6	4	23	10	-1
DTT redox prof	2.2	-3.6	-1.1	2.7	4.1
NF-kB expr up	1.1	0.96	1.1	1.3	1.3
TLR4 MyD88 comp	14	-7	-15	-2	-4
STAT1 activator	98	96	106	94	101
STAT3 blocker	-13	3	9	2	7

41	C=CCCCOc1ccc(C(=O)O)cc1
42	CCc1nnc(NC(=O)CSc2nc(-c3ccccc3)cc(-c3ccc(F)cc3)c2C#N)s1
43	CCOC(=O)c1nnc(-c2ccccc2)nc1NCc1ccccc1
44	Cc1ccc(CNC(=O)C2CCN(S(=O)(=O)N3CCC4(CC3)OCCO4)CC2)cc1
45	C/C(CC(=O)N1CCN(C=O)CC1)=N\NC(=O)c1ccc(Br)cc1
assay / entry	41	42	43	44	45
Hsp70 act	1.0	-0.4	-0.1	-0.2	-0.2
STAT3 act	109	101	86	97	96
HMGR II inh	-6	-4	-3	5	0
STAT1 inh	-4	7	-7	1	9
APP 5'UTR act	7	-13	5	11	-20
DTT redox prof	1.4	-7.7	-4.0	0.6	-0.6
NF-kB expr up	1.3	1.1	1.2	1.1	1.5
TLR4 MyD88 comp	6	2	-6	-6	10
STAT1 activator	104	94	106	99	90
STAT3 blocker	-6	6	23	7	6

46	Cc1ccc(/C=C/C(=O)O)cc1S(=O)(=O)NCC1CCCO1 (configuration not stated)
47	O=c1[nH][nH]c(-c2ccccc2O)c1C(C[N+](=O)[O-])c1cccc(Cl)c1 (configuration not stated)
48	O=C1C2C3C=CC(C3=C3CCCCC3)C2C(=O)N1Cc1ccccc1 (configuration not stated)
49	CN(C)S(=O)(=O)c1cccc(C(=O)NC2CCCc3ccccc32)c1 (configuration not stated)
50	CN(C)CC(C)(C)CNC(=S)Nc1cc(S(=O)(=O)N2CCOCC2)ccc1Cl
51	O=C(c1cccc(F)c1)N1CCCC(C(=O)N2CCCC2)C1 (configuration not stated)
assay / entry	46	47	48	49	50	51
Hsp70 act	0.0	-0.2	-0.3	-0.4	-0.2	-0.1
STAT3 act	99	106	93	104	106	106
HMGR II inh	-6	0	-3	-4	-3	-1
STAT1 inh	-5	-8	6	9	-7	1
APP 5'UTR act	10	-6	-2	8	18	-6
DTT redox prof	0.3	0.1	-0.6	0.1	-1.9	-0.1
NF-kB expr up	1.2	3.1	1.2	1	1.2	1
TLR4 MyD88 comp	3	2	-8	9	-16	-11
STAT1 activator	102	107	95	96	106	99
STAT3 blocker	6	-4	14	-4	-5	-6
